Spn MK inh: S. pneumoniae MK inhibitors, primary screen, biochemical, PK/LDH-coupled NADH absorbance; hit rate 0.48% among 65,000; mevalonate kinase [Streptococcus pneumoniae D39]; inhibition, % at 10 µM; purified MK, PK/LDH-coupled NADH absorbance 340 nm;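 active = ranked among the strongest by inhibition in the single 10 µM screen, a fixed top-ranked set picked for dose follow-up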; note: no value below 0 was filed
HPDE-C7 cytotoxicity: cytotoxicity in HPDE-C7 cells, cell-based, fluorescence, HTS (AID 430). HPDE-C7 pancreatic duct cells viability, fluorescence; higher % means a stronger effect. cytotoxicity, % at 10 µM, or EC50 in µM where a hit was titrated. hit rate 1.8% among 63,000;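 note: cells exposed to compound for 48 hours before viability readout; 0% = vehicle and 100% = reference cytotoxic drug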
HPDE-C7K KRASV12: cytotoxicity in KRAS-transformed pancreatic duct cells, primary screen, cell-based, fluorescence, HTS (AID 431); hit rate 1.7% among 63,000; one-dose cytotoxicity, % at 10 µM; EC50 in µM for titrated hits; HPDE-C7K KRASV12 cells, Alamar Blue viability, 48 h; higher % means a stronger effect;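 active = compounds whose percent cytotoxicity in the single-dose primary screen, scaled between solvent and toxic-drug controls, exceeds 50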;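 note: 0% = DMSO solvent wells and 100% = doxorubicin-treated wells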
Spn DPM-DC inh: S. pneumoniae DPM-DC inhibitors, primary screen, biochemical, PK/LDH-coupled NADH fluorescence. diphosphomevalonate decarboxylase (Streptococcus pneumoniae D39). purified DPM-DC. calls only at 10 µM. hit rate 0.49% among 65,000. AID 556, 2006;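 active = the 320 compounds with the highest percent inhibition in the single-dose primary screen, excluding strongly autofluorescent ones, cut at about 32% in these data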;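 note: kinetic rate of NADH fluorescence loss reporting ADP formed by the decarboxylase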
TNAP inhibition: human TNAP enzyme inhibitors, biochemical, luminescent (AID 518); inhibition, % at 20 µM; hits with a dose series show IC50 in µM; purified TNAP enzyme, luminescent substrate readout; higher % means a stronger effect; Alkaline phosphatase, tissue-nonspecific isozyme (Homo sapiens); hit rate 0.09% among 64,000; in the data active = a potency from the dose series; inactive = the rest, 99 in 100 with inhibition below about 22%;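 note: plate controls were vehicle for no effect and reference inhibitor for full effect; many of its hits are not listed in these tables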
HT1080 cytotoxicity: cytotoxicity in HT1080 fibrosarcoma cells, cell-based, fluorescence readout (AID 620). hit rate 0.42% among 87,000. HT1080 viability, fluorescence; higher % means a stronger effect. cytotoxicity, % at 10 µM; hits with a dose series show EC50 in µM;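 note: cells exposed to compound overnight then 4 h with Alamar Blue; 0% = vehicle DMSO and 100% = killing control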
PMK inhibit: S. pneumoniae PMK inhibitors, primary screen, biochemical, mevalonate pathway, pilot trial included; purified PMK, PK/LDH-coupled NADH absorbance 340 nm; hit rate 0.49% among 65,000; AID 539, 2006; inhibition, % at 10 µM; phosphomevalonate kinase (Streptococcus pneumoniae D39);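 active = top-ranked compounds by inhibition in the single 10 µM screen, taking a fixed number of the strongest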;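 note: 0% = full reaction with DMSO carrier and 100% = background rate without enzyme reaction; no value below 0 was filed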
Bfl-1 displacement: Bfl-1 inhibitors, primary screen, biochemical, fluorescence polarization, FITC-Bid, mouse (AID 432); Bcl-2-related protein A1 (Mus musculus); displacement, % at 20 µM, or IC50 in µM where a hit was titrated; hit rate 0.02% among 64,000; FITC-Bid BH3 peptide fluorescence polarization displacement; higher % means a stronger effect; in the data active = a potency from the dose series; inactive = the rest, 99 in 100 with displacement below about 15%; note: strong numbers were not always called active
LYP phosphatase: LYP phosphatase inhibitors, primary screen, biochemical, DiFMUP fluorescence, recombinant catalytic domain, 10 µM (AID 606) | Tyrosine-protein phosphatase non-receptor type 22 (Homo sapiens) | recombinant LYP catalytic domain, DiFMUP fluorescence; higher % means a stronger effect | one-dose inhibition, % at 10 µM; IC50 in µM for titrated hits | 52,000 tested, under 10 active;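 active = IC50 under 40 µM in the dose-response test; inactive = IC50 of 40 µM or more, or never dose-tested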
PMK inhibit pilot replicates: recorded beside PMK inhibit, whose call it bears; inhibition, %; measured here: pilot screen replicates
Spn MK inh pilot replicates: recorded beside Spn MK inh, whose call it bears; inhibition, %; measured here: pilot screen replicates
Spn DPM-DC inh pilot screen %: further read-out of Spn DPM-DC inh, marked with its call; inhibition, %; measured here: pilot screen trials
Active calls of the source: *; i = inactive; . = no result given. Cut-off read from the data, not from the text of the source, unless noted: active = cytotoxicity above about 50%; inactive = the rest.

SMILES	Spn MK inh	HPDE-C7 cytotoxicity	HPDE-C7K KRASV12	Spn DPM-DC inh	TNAP inhibition	HT1080 cytotoxicity	PMK inhibit	Bfl-1 displacement	LYP phosphatase	others
Cc1cc(C)n2nc(Nc3ccccc3)cc2n1	7.0	14.2%	11.1%	i	18.3%	20.2%	6.0	-4.8%	.
CCOC(=O)c1c(C)c(C(=O)NCc2cccs2)c(C)n1C	13.0	-27.4%	-17.9%	i	6.8%	2.3%	17.0	0.3%	-2.6%
NC(=O)C1CCN(C(c2ccccc2Cl)c2nnnn2Cc2ccc3c(c2)OCO3)CC1 (stereo not drawn)	7.0	0.9%	7.9%	i	6.8%	0.4%	14.0	-2.6%	.
Cc1ccnc(SCCn2c(N3CCCCC3)nc3c2c(=O)n(C)c(=O)n3C)n1	11.0	-27.6%	-15.6%	i	13.4%	3.6%	12.0	0.9%	.	PMK inhibit pilot replicates=10.0;Spn MK inh pilot replicates=0.0;Spn DPM-DC inh pilot screen %=1.5
Cc1cc(C(F)(F)F)nn1CC(=O)N1CCCC1	7.0	-3.3%	-3.0%	i	5.1%	11.8%	0.0	2.6%	-6.8%
COC(=O)c1ccc(NC(=O)c2ccccc2N(C)S(C)(=O)=O)cc1	2.0	-17.8%	7.4%	i	19.5%	3.0%	1.0	-2.8%	5.2%
CCCCN(CC)CCNC(=O)CN(C)S(=O)(=O)c1ccc2c(c1)c(=O)n(C)c(=O)n2C	0.0	2.7%	-0.1%	i	-1.6%	0.0%	17.0	4.0%	7.2%
CCOCCCNC(=O)N[C@@H](C)C(=O)OC	2.0	.	.	i	12.2%	1.9%	4.0	-2.1%	.
COc1cc(C(=O)Nc2nnc(-c3sccc3C)s2)cc(OC)c1OC	7.0	4.3%	-7.6%	i	13.2%	-6.9%	2.0	17.6%	-1.1%
Cc1noc(NS(=O)(=O)c2ccc(NC(=O)CS(=O)(=O)c3ccccc3)cc2)c1C	9.0	.	.	i	.	6.0%	9.0	.	19.6%
COc1ccccc1OCC(=O)Nc1ccc(S(=O)(=O)Nc2nc(C)cc(C)n2)cc1	9.0	-38.7%	-0.6%	i	15.8%	-7.5%	0.0	12.4%	6.0%	PMK inhibit pilot replicates=2.0;Spn MK inh pilot replicates=0.5;Spn DPM-DC inh pilot screen %=3.5
COc1ccc(NS(=O)(=O)c2ccc3oc4ccccc4c3c2)cn1	5.0	25.3%	35.2%	i	8.6%	-7.7%	13.0	0.1%	12.1%
O=C(Cc1c[nH]c2ccccc12)Nc1nccs1	0.0	9.9%	-0.3%	i	7.9%	-3.1%	11.0	-1.0%	12.8%
COc1ccc(OC)c(NC(=O)CNC(=O)Cn2ccc3ccccc3c2=O)c1	6.0	-2.1%	7.4%	i	5.5%	-0.8%	30.0*	-0.9%	1.5%
Cc1cc(-c2cc(-c3ccc(Cl)cc3)nc(N)c2C#N)co1	17.0	77.8%*	92.0%*	.	6.3%	-9.2%	4.0	-8.1%	8.9%
COc1ccc(-n2cnnc2SCc2csc(-c3ccccc3)n2)cc1	3.0	-1.0%	1.1%	i	3.3%	0.6%	0.0	-8.3%	7.7%
CCSc1nnc(NC(=O)CC)s1	0.0	-7.1%	-6.7%	i	6.7%	-3.0%	0.0	5.2%	-9.3%
CCN(CC)CCNC(=O)c1c(O)c2cccc3c2n(c1=O)CCC3	2.0	-1.3%	-10.2%	i	-10.0%	4.5%	0.0	-5.2%	.
Cc1ccc(Cn2cccc(NC(=O)c3ccco3)c2=O)cc1	3.0	-15.5%	-19.2%	i	7.7%	-4.9%	20.0	1.5%	.
O=C(CC1CCCCC1)NCC1CCCO1 (stereo not drawn)	6.0	8.5%	5.9%	i	6.7%	5.8%	6.0	-5.5%	4.4%
COc1ccc2c(CN(C)c3ccccc3)cc(=O)oc2c1	0.0	8.2%	5.9%	i	16.0%	-4.7%	13.0	8.1%	16.3%
COc1ccc(CC(=O)OC(C)CN2CCCC2)cc1 (stereo not drawn)	1.0	3.2%	6.0%	i	8.1%	1.3%	18.0	-4.8%	-6.2%
CC(C)CCNC(=O)C(C)N(Cc1ccc(F)cc1)C(=O)c1ccc(CN2CCCCC2)o1 (stereo not drawn)	5.0	0.1%	-1.4%	i	13.5%	7.4%	14.0	-6.2%	.	PMK inhibit pilot replicates=5.5;Spn MK inh pilot replicates=0.0;Spn DPM-DC inh pilot screen %=1.0
COc1ccc(N2CCN(C(=O)c3ccc(CS(=O)(=O)c4ccc(OC)cc4)o3)CC2)cc1	8.0	-11.6%	-2.7%	i	4.0%	-8.4%	8.0	-6.7%	2.9%
O=C(Nc1ccccc1C(F)(F)F)c1cc(-c2cccc(O)c2)on1	5.0	-6.5%	2.9%	i	6.4%	8.3%	16.0	-1.2%	2.0%
CCCc1nc2c(=O)[nH]c3ccccc3c2o1	2.0	1.3%	4.7%	i	8.4%	16.0%	2.0	-4.9%	15.6%
Cc1ccc(NC(=O)CNc2cccc(C)c2C)c(C)c1	0.0	-8.4%	1.3%	i	15.1%	-2.6%	14.0	-2.8%	3.4%	PMK inhibit pilot replicates=0.0;Spn MK inh pilot replicates=5.0;Spn DPM-DC inh pilot screen %=0.0
Cc1nnc(NC(=O)CSc2nnc(Cc3cccn3C)n2-c2ccccc2)s1	2.0	-6.8%	-9.8%	i	6.4%	-9.6%	4.0	2.1%	.
O=C(CSc1nnc(CN2CCCCCC2=O)n1-c1ccccn1)NCC(F)(F)F	5.0	-0.1%	-0.1%	i	1.1%	-4.5%	14.0	1.2%	1.2%
Cc1cc(-c2nnc3sc(C4CCCCC4)nn23)n[nH]1	0.0	4.3%	4.2%	i	-12.3%	-10.6%	10.0	4.4%	5.8%
CCOc1ccc(CCNC(=O)C2CCN(S(=O)(=O)CC)CC2)cc1OCC	0.0	-8.9%	5.9%	i	6.4%	-1.1%	22.0	-2.1%	10.2%
CCc1cc(=O)oc2cc(OCC(=O)N(CC)CC)c(Cl)cc12	7.0	-14.5%	-6.0%	i	4.1%	2.2%	12.0	-4.5%	3.6%
N#Cc1cc2c(nc1SCc1ccccc1)CCCC2=O	1.0	-9.1%	-9.4%	i	10.2%	-4.0%	0.0	8.9%	16.3%
O=C(c1ccco1)N1C(=O)c2cccc3cccc1c23	13.0	-2.6%	8.0%	i	6.7%	1.3%	11.0	3.0%	2.4%
COc1ccc(CNC(=O)Nc2cccc(C)c2)cc1	0.0	-13.8%	-4.3%	i	13.6%	3.7%	13.0	-4.9%	7.5%
CCOC(=O)N=S(N)(=O)c1ccc(Cl)cc1 (stereo not drawn)	0.0	3.4%	-2.5%	i	-8.6%	-2.0%	5.0	0.2%	1.6%
NC(=O)COC(=O)c1ccc(S(=O)(=O)N2CCCCCC2)cc1	6.0	10.2%	20.7%	i	17.0%	-3.6%	12.0	-6.8%	8.7%	PMK inhibit pilot replicates=8.0;Spn MK inh pilot replicates=2.5;Spn DPM-DC inh pilot screen %=0.5
COCCn1c(=O)c2c3c(sc2n(CC(N)=O)c1=O)CCCC3	4.0	-9.9%	-5.3%	i	-3.4%	0.8%	1.0	-2.3%	0.6%
O=C(Nc1nnc(-c2ccco2)s1)C1CCCCC1	4.0	-14.8%	-4.8%	i	-14.8%	-33.3%	22.0	2.6%	9.6%
O=c1c2ccc(-c3nnc4n3-c3ccccc3SC4)cc2nc2n1CCCCC2	0.0	11.4%	-9.0%	i	8.1%	9.8%	5.0	2.9%	15.6%	PMK inhibit pilot replicates=1.5;Spn MK inh pilot replicates=0.0;Spn DPM-DC inh pilot screen %=0.0
O=C(c1ccc2c(c1)OCO2)N1CCCc2ccccc21	9.0	-12.5%	0.6%	i	0.2%	-5.5%	3.0	-7.4%	6.5%
CCOC(=O)CSc1nnc(Cn2c(=O)sc3ccccc32)n1C	0.0	-5.6%	1.4%	i	18.3%	1.9%	9.0	2.8%	1.7%	PMK inhibit pilot replicates=3.0;Spn MK inh pilot replicates=3.5;Spn DPM-DC inh pilot screen %=0.0
C=CCn1c(N2C(=O)CC(Cc3ccccc3)C2=O)nc2ccccc21 (stereo not drawn)	4.0	4.4%	3.6%	i	-6.5%	5.8%	5.0	-6.0%	.
Cc1ccc(S(=O)(=O)N2CCN(C(=O)CCC(=O)NC3CCCc4ccccc43)CC2)cc1 (stereo not drawn)	0.0	0.5%	-11.0%	i	13.1%	.	21.0	-4.8%	.
Cc1ccc(-c2csc3ncn(/N=C/N(C)C)c(=O)c23)o1	0.0	-6.4%	7.7%	i	8.5%	1.3%	11.0	-5.7%	3.3%
O=C(CNC(=O)c1cnccn1)Nc1ccc(F)c(F)c1F	21.0	.	.	i	7.2%	9.7%	2.0	-1.7%	.
Cc1cc(=S)n(-c2ccccc2)n1C	6.0	-0.1%	-7.8%	i	3.8%	-4.4%	7.0	-2.0%	-0.8%
O=C(c1cnn2c(C(F)(F)F)cc(-c3ccco3)nc12)N1CCc2ccccc2C1	9.0	-18.5%	-2.5%	i	10.5%	-10.0%	5.0	0.3%	-0.8%	PMK inhibit pilot replicates=0.0;Spn MK inh pilot replicates=1.0;Spn DPM-DC inh pilot screen %=16.5
Cc1nc2sc(C(c3ccccc3)N3CC(C)OC(C)C3)c(O)n2n1 (stereo not drawn)	4.0	-5.4%	4.2%	i	6.8%	1.7%	17.0	9.9%	3.9%
COc1ccc(OC)c(NC(=O)CSc2nnc(-c3ccco3)n2-c2ccccc2)c1	4.0	4.3%	1.4%	i	13.5%	-2.1%	1.0	-3.2%	9.2%	PMK inhibit pilot replicates=0.0;Spn MK inh pilot replicates=0.0;Spn DPM-DC inh pilot screen %=0.0
CCOC(=O)CSc1nnc(CNC(=O)c2cccc(C)c2)n1-c1ccccc1OC	4.0	-9.3%	2.3%	i	6.6%	6.8%	12.0	-3.3%	25.4%
CSc1nsc(SCC(=O)Nc2ccccn2)n1	6.0	1.0%	-1.0%	i	5.0%	-0.3%	3.0	-1.9%	11.1%
C=C(Cl)COc1ccc2c(C)cc(=O)oc2c1	11.0	-5.0%	1.7%	i	9.8%	2.8%	6.0	-6.5%	.	PMK inhibit pilot replicates=0.5;Spn MK inh pilot replicates=7.0;Spn DPM-DC inh pilot screen %=19.0
OC(CN1C2=NCCCN2c2ccccc21)c1ccc(Cl)cc1 (stereo not drawn)	7.0	-11.8%	-0.9%	i	4.6%	-2.5%	13.0	0.9%	3.2%
CCC(Sc1nc(C)cc(C)n1)C(=O)O (stereo not drawn)	6.0	-7.6%	-15.0%	i	10.7%	0.5%	6.0	-1.3%	.

Screens: PubChem BioAssay, several laboratories
